# High-throughput results as filed in PubChem BioAssay.
# BL2 CD40 inh: inhibitors of CD40-induced NF-kB signaling, primary screen, BL2 cells, luciferase reporter, single point | CD40L-induced, 4 h | inhibition, % at 10 µM | actives 0.94% (n = 83,000) | AID 1053188, 2014;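 active = mean inhibition of at least 50% with a set share of replicates also reaching that level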;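 also: 0% = neutral control wells and 100% = IKK inhibitor VII at 50 µM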
# An asterisk follows results filed as active; & = joins results of further samples; [ ] = dose if it differs, or a comment. Some of the compounds tested (hit frequency here may not be typical).
SMILES,BL2 CD40 inh
O=C(CCc1ccccc1)Nc1nc2nc(-c3ccccc3)cc(=O)n2[nH]1,10.7
Nn1c(C2CCCCC2)nc2ccccc2c1=O,9.2
CC1(C)CC(=O)C(C(c2ccc3c(c2)OCO3)C2C(=O)CC(C)(C)CC2=O)C(=O)C1,8.9
CC(=O)Nc1ccc2c(c1)CC(=O)N(C)C[C@H](C)[C@H](CN(C)C(=O)NC(C)C)O2,2.7
CC(=O)Nc1c(Cl)cc(Cl)c2c1Cc1cc(Cl)ccc1-2,11.8
COC(=O)c1c(NC(=O)CSc2ncnc3[nH]ncc23)sc2c1CCC2,2.6
O=C(Nc1nnc(-c2ccco2)o1)c1ccc2ccccc2c1,-0.5
Cc1cc(C(=O)OCC(=O)N2CCOCC2)ccc1[N+](=O)[O-],7.5
O=C(C1CCCCC1)N1CCc2[nH]c3ccc(F)cc3c2C1,-2.6
CCCN(CC(=O)Nc1ccccc1C)C(=O)CCNC(=O)c1ccccc1Cl,4.6
COc1ccc(OCc2cc(C(=O)NC(C)Cc3cnccn3)no2)c(Cl)c1 (stereo not given),-77.5
C[C@@H]1CN([C@@H](C)CO)C(=O)CCCn2cc(nn2)CO[C@H]1CN(C)C(=O)Nc1ccc(C(F)(F)F)cc1,-2.8
C/C=C/c1ccc([C@H]2[C@@H](CNC(=O)c3ccccn3)N(C(=O)CC)[C@H]2CO)cc1,-0.8[25 µM]
O=C(c1cnccn1)N(Cc1cccs1)C1(C(=O)NC2CCCC2)CCCCC1,6.0
COc1ccc(C(=O)Nc2ccc(N3CCOCC3)cc2)cc1S(=O)(=O)N1CCCC1,-9.3
COc1ccc(S(=O)(=O)N2CCCC(C(F)(F)F)C2)cc1 (stereo not given),11.2
CC(C)CC(=O)c1c[nH]c(C(=O)O)c1,4.9
O=C(O)c1ccccc1NN=Cc1ccccc1,-76.2
O=[N+]([O-])c1cc(S(=O)(=O)Nc2ccccc2)ccc1Nc1ccccc1,-4.8
COc1ccc(Cc2nnc(Nc3ccccc3)s2)cc1Br,3.1
Cc1cccc(NS(=O)(=O)c2ccc(C)c(C(=O)NCCCN3CCOCC3)c2)c1,-3.8
COc1ccc(OCC(=O)Nc2ccc3c(c2)nc(CCN2CCCC2)n3C)cc1,6.6
CC1CCCN(S(=O)(=O)CCNC(=O)c2ccc3c(c2)OCO3)C1 (stereo not given),9.5
O=C(Nc1cccc(N2C(=O)C3C4C=CC(C4)C3C2=O)c1)c1cccs1 (stereo not given),10.3

# Sorted by the number under BL2 CD40 inh (descending): 3 from the list above.
Compound | BL2 CD40 inh
COc1ccc(S(=O)(=O)N2CCCC(C(F)(F)F)C2)cc1 (stereo not given) | 11.2
O=C(Nc1cccc(N2C(=O)C3C4C=CC(C4)C3C2=O)c1)c1cccs1 (stereo not given) | 10.3
COc1ccc(C(=O)Nc2ccc(N3CCOCC3)cc2)cc1S(=O)(=O)N1CCCC1 | -9.3

# Going on with the list:
SMILES,BL2 CD40 inh
COc1ccccc1Cc1nnnn1CC(=O)O,5.2
O=C(C[C@H]1C=C[C@@H](NC(=O)Cc2ccccn2)[C@@H](CO)O1)NCCc1ccncc1,5.7[25 µM]
Cc1noc2ncnc(N3CCCC3)c12,10.2
CCCCOC(=O)c1ccc(NC(C)=O)cc1,-36.1
NS(=O)(=O)c1ccc(CNC(=O)c2scc3c2CCCC3)cc1,3.6
Cc1ccc(S(=O)(=O)Nc2ccc3c(c2)C(=O)N([C@H](C)CO)C[C@@H](C)[C@@H](CN(C)C(=O)NC(C)C)OCCCC[C@@H](C)O3)cc1,20.6
COc1ccc(Cc2nc(-c3ccc(NC(=O)c4cccnc4)cc3)no2)cc1,-0.1
O=C(C1CCCC1)N1CC[C@@H]2[C@@H](CO)Nc3ccc(C#Cc4ccc(F)cc4)cc3[C@@H]21,2.8
O=C(C[C@@H]1C[C@@H]2c3cc(NC(=O)CC4CC4)ccc3O[C@@H]2[C@H](CO)O1)NCC1CC1,7.2[25 µM]
COC(=O)N(C)C[C@@H]1OCc2ccccc2-c2c(n(C)c3ccccc23)C(=O)N([C@H](C)CO)C[C@H]1C,-11.5
Cn1nccc1C(=O)OCC(=O)Nc1nc(-c2ccccc2)cs1,-45.7
CCN(CC)C(=O)CN1C(=O)NC2(CCc3ccccc3C2)C1=O (stereo not given),0.2
CC1Cc2ccccc2N1C(=O)CCn1c(=O)sc2ccccc21 (stereo not given),6.7
Cc1ccc(-c2ccc(C3[C@H]4CNC[C@@H]3N4Cc3nccs3)cc2)cc1 (stereo not given in full),-12.3[25 µM]
CN(CC(=O)Nc1ccc(F)c(F)c1F)C(=O)c1ccc(-n2cncn2)c([N+](=O)[O-])c1,-9.5
COc1cccc(CC(=O)OCC(=O)NC2CCCC2)c1,-2.2
CC1CCC(NC(=O)C2CC(=O)N(c3ccc4c(c3)OCCO4)C2)CC1 (stereo not given),-12.0
C[C@H]1CN([C@@H](C)CO)C(=O)c2c(c3ccccc3n2C)-c2ccccc2CO[C@H]1CN(C)S(=O)(=O)c1cccc(C#N)c1,5.8
CC(=O)Nc1ccc(S(=O)(=O)Nc2cccc(-c3nc4cc(C)ccc4o3)c2)cc1,1.9
CCC(=O)Nc1sc2c(c1C#N)CC(C)(CC)OC2 (stereo not given),-5.5
Nc1nnc(SCC(=O)c2ccc3c(c2)NC(=O)CO3)s1,-5.0
Cc1cccc(N=Cc2ccccc2O)c1C,5.1
c1ccc(C(c2ccccc2)N2CCN(c3nc4ccccc4n4cnnc34)CC2)cc1,10.2
O=C(NCC[C@H]1CC[C@H](NS(=O)(=O)c2ccc(F)cc2)[C@@H](CO)O1)Nc1ccc(Cl)cc1,-10.2&-25.1
CCN(CC)CCCC(C)n1c(C)cc(C(=O)NS(=O)(=O)c2ccc(C)cc2)c1C (stereo not given),3.9
O=C(Nc1nnc(CCN2CCCCC2)s1)c1ccccc1,-11.3
CCC1CCCCN1S(=O)(=O)c1ccc(NC(=O)C2CCCO2)cc1 (stereo not given),6.8
C[C@H](CO)N1C[C@H](C)[C@@H](CN(C)C(=O)NC2CCCCC2)Oc2ccc(N(C)C)cc2CC1=O,-2.7[25 µM]
Cc1ccccc1S(=O)(=O)NC(=O)C1(C)CCN1C(=O)COc1ccc(Cl)cc1 (stereo not given),2.8
COc1ccccc1OCCn1c(=O)oc2ccc(C)cc21,4.7
CN(Cc1ccccc1)c1ccc(N2C(=O)CCCC2=O)cc1[N+](=O)[O-],-6.3
COCCn1c(C)cc(C(=O)COC(=O)/C=C/c2ccc(OC)cc2OC)c1C,21.4
Cc1ccnc(SCCn2c(N3CCN(C)CC3)nc3c2c(=O)n(C)c(=O)n3C)n1,1.9
COc1cc2c(cc1OC)CN(C(=O)C1(c3ccccc3)CC1)CC2,1.0
CCN1CCN(c2ccc(N=Cc3ccc(O)cc3O)cc2)CC1,7.4
Cc1ccsc1CNC(=O)C1(C)CCN1C(=O)C(C)C (stereo not given),8.7
O=C(N[C@H]1CC[C@@H](CCn2cc(C3(O)CCCC3)nn2)O[C@@H]1CO)C1CCCC1,7.1
COc1ccc(Cl)c2sc(N(CCN(C)C)C(=O)CCS(=O)(=O)c3ccc(C)cc3)nc12,11.6
CC[n+]1c(C)cc2c(sc3ccccc32)c1C,3.1
COCCN1CCC(CO)C1 (stereo not given),10.9
CC1=CCC(Cc2nc3ccccc3o2)C1(C)C (stereo not given),-0.6
CCNC(=O)COC(=O)C1CCN(S(=O)(=O)c2ccc3c(c2)OCCO3)CC1,20.5
CC(=O)c1c(C)[nH]c(C(=O)OCC(=O)Nc2c(C)n(C)n(-c3ccccc3)c2=O)c1C,6.0
COc1cccc(NC(=O)N2CC(=O)N3[C@H](CO)[C@H](c4ccc(C#CCC5CCCC5)cc4)[C@H]3C2)c1,21.6[25 µM]
CC1(c2ccccc2)NC(=O)N(CC(=O)NNC(=O)c2ccccc2F)C1=O (stereo not given),-9.1
CCOP(=O)(OCC)C(NC(C)=O)C(=O)c1ccccc1 (stereo not given),-9.7
CSc1cc(-c2ccc(Cl)cc2)c(C(=O)N2CCCC2)s1,13.7
Cc1[nH]c2ccccc2c1C(=O)CN1CCCC1,-19.3

# 4 compounds drawn at random from those above, as already listed:
SMILES,BL2 CD40 inh
CC(=O)c1c(C)[nH]c(C(=O)OCC(=O)Nc2c(C)n(C)n(-c3ccccc3)c2=O)c1C,6.0
CSc1cc(-c2ccc(Cl)cc2)c(C(=O)N2CCCC2)s1,13.7
O=C(N[C@H]1CC[C@@H](CCn2cc(C3(O)CCCC3)nn2)O[C@@H]1CO)C1CCCC1,7.1
CC[n+]1c(C)cc2c(sc3ccccc32)c1C,3.1

# Continuation.
SMILES,BL2 CD40 inh
CNC(=O)NC(=O)COC(=O)/C=C/c1cccc(Br)c1,5.0
CCN(CC)c1ccc(-c2n[nH]c(=S)n2-c2ccccc2C)cc1,11.3
COc1ccc(OC)c(NC(=O)COC(=O)CN2C(=O)NC3(CCCC3)C2=O)c1,1.5
CC1CC(C)CN(C(=O)C(C)N2CCN(S(=O)(=O)c3ccccc3F)CC2)C1 (stereo not given),11.4
CSCCC(NC(=O)c1ccco1)C(=O)N1CCN(Cc2ccccc2)CC1 (stereo not given),0.1
CCCS(=O)(=O)N1CCC(C(=O)N2CCCC2)CC1,7.7
Cn1c(CN2CCCCC2)nc2cc(NC(=O)c3ccccc3)ccc21,-21.4
O=C(NCc1ccco1)Nc1ccc2nsnc2c1,-8.3
O=C(c1ccc(Cn2cc(Cl)cn2)cc1)N1CCN(c2ccccc2)CC1,3.4
C/C=C/c1ccccc1[C@H]1[C@@H](C#N)N(c2nc(CC)cs2)[C@@H]1CO,-4.1[25 µM]
OC(CNC1CCCC1)COc1ccc(-c2ccccc2)cc1 (stereo not given),0.9
COCC(=O)Nc1ccc(OC)c(Cl)c1,-8.9

# Single values from the results shown.
# O=C(NCc1ccco1)Nc1ccc2nsnc2c1 in BL2 CD40 inh has -8.3
# CCCS(=O)(=O)N1CCC(C(=O)N2CCCC2)CC1 in BL2 CD40 inh has 7.7

# The list continues:
SMILES,BL2 CD40 inh
CCOc1ccc(C(=O)N(CC)CC(=O)Nc2ccc3c(c2)OCCO3)cc1,-73.6
CCN(C(=O)c1cccc(S(=O)(=O)N2CCc3ccccc32)c1)C1CCS(=O)(=O)C1 (stereo not given),4.2
CCOc1ccc(NS(=O)(=O)c2ccc(C(=O)NCC3CCCO3)cc2)cc1 (stereo not given),7.4
Cc1nc(N)nc2c1CCCC2,10.1
O=C(O)CCC(=O)NC1CCCCC1,6.3
COc1ccc(NC(=O)CN(C)C(=O)c2cccc(S(=O)(=O)Nc3ccccc3Cl)c2)cc1,3.9
Nn1c(Cc2ccccc2F)nnc1SCCOc1ccc(Cl)cc1,9.8
COc1ccc(C(=O)Nc2cc(-c3ccc(C)cc3)no2)cc1,7.6
Cn1cnc(S(=O)(=O)N2[C@@H]3CNC[C@H]2C3c2ccc(-c3ccccc3F)cc2)c1 (stereo not given in full),-3.0&-5.5[25 µM]
COc1cccc(NC(=O)N2CC(=O)N3[C@@H](CO)[C@H](c4ccc(C5=CCCCC5)cc4)[C@@H]3C2)c1,39.4[25 µM]
C=CCn1c(O)c(N=Nc2ccccc2[N+](=O)[O-])c2ccccc21,-35.8
CCSC1=NN2CCS(=O)(=O)N=C2S1,3.4
COc1ccc2c(CC(=O)OCC(=O)Nc3cccc(C)c3)coc2c1,7.3
COc1ccc(S(=O)(=O)NCc2ccc(C(=O)N(C)Cc3ccco3)cc2)cc1,0.3
COCCN1CCN(C(=O)c2cc(COc3cncc(Cl)c3)on2)CC1,8.4
CCOC(=O)C(C)Oc1ccccc1C1NC(=O)NC(C)=C1C(=O)Nc1ccc(C)c(C)c1 (stereo not given),12.7
CC(Cn1nnc2ccccc21)C(=O)O (stereo not given),1.0
CN(C)CCNC(=S)Nc1ccccc1C(C)(C)C,2.2
CCCS(=O)(=O)NC(=O)C1(C)CCN(C(=O)c2c(F)ccc(C)c2F)C1 (stereo not given),11.3
CN1C(=O)c2cc(NC(=O)Cc3cccs3)ccc2OC[C@H]2O[C@H](CC(=O)NCCCN3CCOCC3)CC[C@H]21,4.0[25 µM]
O=C(O)C[C@H]1C[C@@H]2c3cc(NC(=O)Nc4ccc(C(F)(F)F)cc4)ccc3O[C@@H]2[C@@H](CO)O1,-3.8[25 µM]
COc1cccc(C#Cc2ccc3c(c2)[C@H]2[C@H](CCN2S(=O)(=O)c2ccc(C)cc2)[C@H](CO)N3)c1,6.3[25 µM]
COC(=O)Nc1ccc2[nH]cc(CCNC(C)=O)c2c1,-2.7[25 µM]
CCc1cccc(C)c1NC(=O)COC(=O)CSCc1ccccc1,0.3
O=C(Nc1cc(S(=O)(=O)N2CCOCC2)ccc1N1CCOCC1)C1CCCO1 (stereo not given),1.0
CCCNC(=O)N1[C@H](CO)[C@@H](c2ccccc2C2=CCCCC2)[C@@H]1C#N,0.1[25 µM]
COc1ccccc1C(=O)OCC(=O)c1ccc(CNC(C)=O)s1,-16.3
CC(=O)NC[C@@H]1[C@@H](c2ccc(C3=CCCC3)cc2)[C@H](CO)N1Cc1cccnc1,-12.4[25 µM]
COc1ccccc1-c1ccc2n(c1=O)C[C@H]1[C@H](CO)[C@@H](C(=O)N[C@H](C)c3ccccc3)[C@@H]2N1C,-13.9[25 µM]
O=C(NC1CCCC1)N[C@@H]1C=C[C@@H](CC(=O)N2CCOCC2)O[C@H]1CO,-1.7[25 µM]
NC(=O)C1CCN(Cc2nc3ccccc3c(=O)[nH]2)CC1,1.8
O=C(Cn1nc(-c2ccc3c(c2)OCCO3)ccc1=O)Nc1ccc(-n2cnnn2)cc1,3.5
COc1cc(/C=N/NC(=O)C2C3CCCCC32C)cc(Br)c1O (stereo not given),5.0
Cc1nonc1C1CCCN1Cc1cn[nH]c1-c1ccc(-c2ccccc2)cc1 (stereo not given),-7.7
O=C([C@H]1[C@H](CO)[C@H]2Cn3c(ccc(/C=C/c4ccccc4)c3=O)[C@H]2N1CC1CC1)N1CCCCC1,22.9
O=C(C[C@@H]1C[C@H]2c3cc(NC(=O)C4CCC4)ccc3O[C@H]2[C@H](CO)O1)NC1CCCC1,-16.4[25 µM]
CCC(=O)c1ccc(OCC(=O)OCC(=O)NC2CCCCCCC2)cc1,-4.3
Cc1ccc(NC(=O)CN(C)CC(=O)Nc2ccc3c(c2)OCO3)cc1,-4.7
O=C(Nc1nc2c(s1)CCCC2)Oc1ccccc1,-31.8
